Screening data as filed in PubChem BioAssay.
Lung fibro prol – antiproliferative effect on LL 47 fibroblasts – human, LL 47 cells, CellTiter-Glo luminescence, primary screen | LL 47 human lung fibroblast viability, ATP luminescence; stronger effect = lower value | viability, % at 10 µM | hit rate 1.1% among 85,000;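 active means viability at or below 50% in the single dose screen; inactive means viability above 50%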;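 further: compound exposure lasted 72 h before the ATP readout; 100% = median luminescence of untreated cell-only wells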
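Material: human lung fibroblast line LL 47, low passage; Evaluation: viability percentage against median untreated-cell control; Buffer or medium: 15% FBS in IMEM; Incubation: 72 h compound exposure at 37 °C after overnight plating; Dosing: 0.1% DMSO in all compound wells; Measured by: CellTiter-Glo luminescence.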
H69AR growth 86K – proliferation blockers of H69AR lung cancer cells, primary screen, cell-based, human, 86K library; H69AR lung tumor viability, ATP luminescence, 72 h; stronger effect = lower value; viability, % at 10 µM; hit rate 6% among 85,000;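 active means viability at or below 40%; inactive means viability above 40%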;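 further: multidrug resistant small cell line overexpressing MRP-1 efflux transporter; 100% = mean luminescence of untreated control wells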
hDAT+cocaine – changed hDAT dopamine uptake under cocaine IC80, either direction, primary screen, cocaine antagonist project, cell-based, LLC-PK1 hDAT, [14C]-dopamine uptake, MLSMR. Sodium-dependent dopamine transporter (Homo sapiens), Q01959. LLC-PK1 hDAT cells, [14C]-dopamine uptake with cocaine IC80; actives deviate in either direction. B-score at 10 µM. hit rate 1.3% among 110,000;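 active means Z score or B-score, a plate-position-corrected score, falls beyond the plate's 99.7% confidence bounds, in either direction; inactive means both scores lie inside the 99.7% bounds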;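 further: scored against the spread of the other compound wells on the same plate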
Target sequence (Q01959 whole entry, looked up): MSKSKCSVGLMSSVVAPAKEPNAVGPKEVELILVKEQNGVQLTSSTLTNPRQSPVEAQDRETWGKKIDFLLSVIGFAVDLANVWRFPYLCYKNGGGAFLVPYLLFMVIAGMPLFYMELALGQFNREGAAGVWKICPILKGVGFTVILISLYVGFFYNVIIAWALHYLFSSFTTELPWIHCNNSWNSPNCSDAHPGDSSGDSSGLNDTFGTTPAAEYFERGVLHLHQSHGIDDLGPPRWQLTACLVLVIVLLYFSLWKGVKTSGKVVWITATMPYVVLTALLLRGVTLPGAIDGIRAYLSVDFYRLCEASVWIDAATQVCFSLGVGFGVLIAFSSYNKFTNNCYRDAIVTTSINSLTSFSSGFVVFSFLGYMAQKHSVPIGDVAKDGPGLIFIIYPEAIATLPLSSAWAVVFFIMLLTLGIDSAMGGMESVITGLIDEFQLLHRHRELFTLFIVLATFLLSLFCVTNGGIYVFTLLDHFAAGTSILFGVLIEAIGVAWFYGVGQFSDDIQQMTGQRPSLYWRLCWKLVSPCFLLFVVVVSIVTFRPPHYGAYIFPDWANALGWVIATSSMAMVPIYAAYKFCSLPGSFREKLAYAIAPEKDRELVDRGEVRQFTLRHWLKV
Ecoli WT expand – growth inhibitors of wild-type E. coli, primary screen, strain BW25113, expanded library, OD600; OD600 absorbance; growth inhibition, % at 100 µM; hit rate 0.15% among 98,000; AID 710, 2007;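 active means growth inhibition above about 50% at one test dose, limit read from the data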;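 further: growth measured after 20 h incubation at 37 °C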
HUVEC prolif 384 – inhibitors of HUVEC proliferation, primary screen, cell-based, 384-well. CellTiter-Glo luminescence, 72 h; stronger effect = lower value. viability, % at 10 µM (by protocol). hit rate 1.1% among 86,000;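 active means viability at or below 30%; inactive means viability above 30%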;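 further: 100% = median luminescence of DMSO-only cell control wells on each plate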
PostGolgi yeast – phenotypic screen on post-Golgi transport, primary screen; inhibition, % at 10 µM; AID 739, 2007; post-Golgi transport phenotypic cell assay; hit rate 0.9% among 98,000;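 further: yeast cells grown in 1536-well plates; yeast grown about 18 h at 30C before absorbance read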
S1P2 blocker – human S1P2 receptor antagonists, primary screen, cell-based; Sphingosine 1-phosphate receptor 2 (Homo sapiens), O95136; cell-based S1P2 antagonist assay, inhibition at 5 uM; inhibition, % at 5 µM; hit rate 0.21% among 97,000; AID 736, 2007; in the data active means inhibition above about 45%;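 further: CRE beta-lactamase reporter cells expressing human S1P2 stimulated with S1P; 0% = agonist at EC80 alone and 100% = agonist plus reference antagonist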
Target sequence (O95136 whole entry, looked up): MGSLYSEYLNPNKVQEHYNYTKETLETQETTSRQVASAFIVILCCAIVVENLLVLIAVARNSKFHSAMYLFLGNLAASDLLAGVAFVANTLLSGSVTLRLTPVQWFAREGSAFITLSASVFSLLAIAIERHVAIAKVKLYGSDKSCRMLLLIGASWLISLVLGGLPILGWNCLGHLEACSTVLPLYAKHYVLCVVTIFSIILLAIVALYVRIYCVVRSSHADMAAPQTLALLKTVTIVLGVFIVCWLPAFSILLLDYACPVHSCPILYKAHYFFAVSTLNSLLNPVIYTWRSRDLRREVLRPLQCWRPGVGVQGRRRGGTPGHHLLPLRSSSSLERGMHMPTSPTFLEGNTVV
S1P2 agonist – S1P2 receptor agonists, primary screen, cell-based | Sphingosine 1-phosphate receptor 2 (Homo sapiens), O95136 | S1P2-expressing cell line, agonist reporter read-out | activation, % at 4.5 µM | hit rate 0.46% among 97,000 | AID 729, 2007; in the data active means activation above about 16%;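 further: 0% = vehicle low control and 100% = maximal reference agonist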
PostGolgi ctrl – growth inhibition of yeast control strain, primary screen, counter-screen for post-Golgi transport modulator project | efflux-deficient yeast background strain, growth absorbance A615, 16 h | inhibition, % at 10 µM | hit rate 5% among 98,000
* hit, by the source's call; · = not tested or not shown. Unless noted, no stated cut-off is given here; in the data, active means inhibition above about 30%; inactive means the rest.

SMILES	Lung fibro prol	H69AR growth 86K	hDAT+cocaine	Ecoli WT expand	HUVEC prolif 384	PostGolgi yeast	S1P2 blocker	S1P2 agonist	PostGolgi ctrl
CC(C)C1Cc2[nH]c(=O)c(C(=O)O)cc2CO1 (configuration not stated)	102.4	93.0	-1.22	-3.0	94.0	6.2	-9.9	-1.2	5.7
Cc1ccccc1CSc1nnc(NC(=O)C2COc3ccccc3O2)s1 (configuration not stated)	·	·	0.105	-2.0	·	1.4	-12.0	-4.1	1.2
O=S1(=O)N=C2CCCN2C(c2ccc(F)cc2)N1 (configuration not stated)	102.3	100.6	-0.0612	-2.0	103.0	2.6	-16.3	-0.6	-4.1
COc1ccc(C(C(=O)NC2CCCC2)N(C(=O)c2snc(-c3ccc(F)cc3)c2N)c2ccc(F)cc2)cc1 (configuration not stated)	·	·	1.37	-4.0	·	-5.7	14.7	-5.6	2.5
CCN(CC)c1ccc2cc(C(C)=O)c(=O)oc2c1	99.4	89.1	-1	2.0	106.9	1.4	16.8	0.7	5.6
COc1cccc(N/C(SC)=C(/C#N)C(N)=O)c1	95.0	28.1*	1.08	2.0	79.9	2.6	-16.4	-6.3	-0.6
COCCNC(C)C(=O)Nc1ccc(Br)cc1 (configuration not stated)	100.6	96.8	-0.336	-5.0	101.2	18.2	·	·	9.9
CCN(CC)S(=O)(=O)c1ccc(NC2c3ccccc3C(=O)N2Cc2ccc3c(c2)OCO3)cc1 (configuration not stated)	86.4	79.1	0.051	-20.0	81.6	-0.3	-13.3	-4.6	8.3
O=C1c2ccccc2C(=O)N1c1cccc(-c2nc3ccccc3o2)c1	·	·	1.1	-8.0	·	5.7	3.8	-4.9	5.2
COC(=O)CN1C(=O)C(O)(CC(=O)c2ccc(C)cc2)c2cc(Br)ccc21 (configuration not stated)	·	·	0.208	2.0	·	-5.6	·	·	5.4
Cc1cc(NC(=O)C2CC(c3ccc(F)cc3)=NO2)n(-c2ccccc2)n1 (configuration not stated)	99.0	102.0	1	7.0	110.7	-8.7	6.6	-5.3	2.3
COc1ccc(C(=O)NNC(=O)CSc2nnc(COc3ccc4ccccc4c3)n2C)cc1	·	·	0.466	-9.0	·	-6.3	15.3	-1.8	4.8
COc1cccc(Oc2coc3c(CN4CCOCC4)c(O)ccc3c2=O)c1	91.8	87.2	0.976	4.0	94.8	6.6	2.2	-5.2	-1.9
Cc1csc2ncc(C(=O)NCc3ccc4c(c3)OCO4)c(=O)n12	103.0	100.9	1.37	·	92.2	·	·	·	·
O=C(CNC(=O)c1cc2c(s1)CCC2)Nc1ccccc1Br	·	·	1.66	-1.0	·	15.3	-11.9	-6.1	-4.1

A portion of the results above:
SMILES	Lung fibro prol	H69AR growth 86K	hDAT+cocaine	Ecoli WT expand	HUVEC prolif 384	PostGolgi yeast	S1P2 blocker	S1P2 agonist	PostGolgi ctrl
CC(C)C1Cc2[nH]c(=O)c(C(=O)O)cc2CO1 (configuration not stated)	102.4	93.0	-1.22	-3.0	94.0	6.2	-9.9	-1.2	5.7
Cc1ccccc1CSc1nnc(NC(=O)C2COc3ccccc3O2)s1 (configuration not stated)	·	·	0.105	-2.0	·	1.4	-12.0	-4.1	1.2

The results go on:
SMILES	Lung fibro prol	H69AR growth 86K	hDAT+cocaine	Ecoli WT expand	HUVEC prolif 384	PostGolgi yeast	S1P2 blocker	S1P2 agonist	PostGolgi ctrl
CC1=CC2(C#N)C3(N=C(N)C2(C#N)C(c2ccccc2)N1)OCCO3 (configuration not stated)	104.0	·	-0.771	9.0	85.9	-3.1	14.0	-3.9	1.5
CS(=O)(=O)N1CCN(c2ccccc2NC(=O)c2ccc(-c3ccc(Cl)cc3Cl)o2)CC1	97.4	69.1	0.139	-15.0	88.7	-9.4	18.0	-1.6	18.1
CCCOc1ccc(C(=O)CCN2CCCCC2)cc1	86.9	84.8	0.024	1.0	98.5	-6.8	23.6	-10.4	6.4
CCc1c(C)c(C#N)c2nc3ccccc3n2c1NCC1CCCO1 (configuration not stated)	100.0	31.6*	0.87	1.0	103.6	2.5	-17.5	-4.3	10.5
CN(c1ccccc1)c1ccc(/C=c2\s/c(=C(/C#N)C(=O)C(C)(C)C)n(Cc3ccco3)c2=O)cc1	·	·	-0.387	-17.0	·	0.1	18.0	-6.0	2.5
C=CCn1c(-c2ccccc2)ccc(C#N)c1=O	·	·	-0.786	-3.0	·	-3.1	-23.0	-2.8	15.1
Cc1ccc(C(=O)Nc2c(C(=O)N3CCOCC3)cnn2-c2ccccc2)cc1	101.3	90.4	-0.315	-1.0	99.3	-11.7	7.6	-7.1	14.8
Cc1ccc2cc(CN(Cc3ccc(F)cc3)Cc3nnnn3C3CCCC3)c(=O)[nH]c2c1	101.2	35.9*	0.898	-12.0	64.4	1.4	19.9	-9.4	40.9*
Fc1cccc(Nc2nc3ccccc3n3nnnc23)c1	83.3	60.0	1.69	1.0	78.9	3.2	-13.8	0.9	7.0
COc1cccc(NC(=O)N[C@@H](Cc2ccccc2)C(=O)O)c1	102.8	90.4	-1.16	-1.0	89.8	-4.6	-10.1	-2.3	2.5
CC1Cc2ccccc2N1C1=NS(=O)(=O)c2ccccc21 (configuration not stated)	102.2	68.1	0.0435	-9.0	97.0	-2.8	1.8	-8.7	14.6
CCN1CCN(C(=O)c2cc3c(-c4ccc(Cl)cc4)nn(C)c3s2)CC1	74.2	52.4	-0.152	11.0	58.1	-5.7	18.2	-2.6	4.1
CCOC(=O)c1sc(NC(=O)CSc2nc(C)cc(C)c2C#N)c(C#N)c1C	97.2	82.1	-0.188	-3.0	71.4	2.0	13.5	-6.0	4.2
CCC(=O)Nc1ccc(C(=O)OCC(=O)c2ccc(C)c([N+](=O)[O-])c2)cc1	·	·	0.466	-5.0	·	-11.2	-13.4	-4.2	9.1
O=C(O)c1cccc(N2CCCCS2(=O)=O)c1	106.9	90.6	-0.738	-4.0	95.2	-8.7	-3.9	-3.3	2.9
CCN(CC)S(=O)(=O)c1ccc(Cl)c(C(=O)Oc2cccc(-c3cnc4ccccc4n3)c2)c1	·	·	-1.26	-18.0	·	8.7	4.1	-1.9	1.7
Cc1ccc(-n2c(SCC(=O)Nc3ccc4c(c3)OCO4)nnc2-c2ccoc2C)cc1	99.0	86.5	-0.655	-1.0	90.3	-5.9	5.4	-4.4	4.5
CCCOc1ccc(N2C(=O)CC(N(CCC)C(=O)CCC(=O)O)C2=O)cc1 (configuration not stated)	98.2	80.4	-0.771	-7.0	96.7	-1.0	·	·	11.4
O=C(CC(C(=O)N1CCc2ccccc21)n1ccnc1)NCc1cccnc1 (configuration not stated)	96.7	95.4	-0.236	5.0	102.8	32.6*	-12.8	-10.5	6.3
COc1ccc(N(Cc2cc3ccccc3[nH]c2=O)C(=O)C2CCCO2)cc1 (configuration not stated)	95.8	90.2	0.608	-5.0	90.2	-3.7	10.0	-5.8	2.7
COCCn1c(N)c(S(=O)(=O)c2cccs2)c2nc3ccccc3nc21	97.7	73.2	0.701	-3.0	98.9	8.2	-13.1	-7.5	-3.2
O=C(CSc1ccc(Cl)cc1)Nc1ccc(N2CCN(C(=O)c3ccco3)CC2)cc1	97.3	72.6	1.75	-13.0	83.9	-2.5	23.6	-3.7	29.4
COc1cc(NC(=O)c2csc3c2CCCC3)ncn1	·	·	0.911	0.0	·	-3.3	2.6	-7.6	0.0
COc1ccc(C(=O)NC(=O)Nc2ncccc2C)cc1	99.6	92.6	-0.561	1.0	95.3	-2.7	-5.9	2.4	-0.3
On1cnnc1-c1ccccc1	98.2	93.7	-0.099	9.0	102.7	2.8	6.8	-0.8	3.8
CCCCCNc1nc(NCCCO)c(C#N)c2c1CN(C)CC2	96.9	79.0	0.377	-4.0	92.5	-1.0	-15.1	-1.6	11.8
CCOc1ccccc1Nc1nnc(C)c(=O)[nH]1	97.3	85.3	-0.577	0.0	94.9	2.9	-2.7	-3.5	9.5
O=c1c2[nH]c3ccc(Br)cc3c2ncn1CCCn1ccnc1	·	·	0.34	1.0	·	33.3*	-4.9	1.6	22.8
CCOc1ncccc1C(=O)Nc1ccc(Cl)cc1	94.7	58.3	-0.392	0.0	89.2	-6.2	-12.4	-2.2	6.2
COc1cc(C(=O)N2CCC(n3cnc4cc(F)ccc43)CC2)cc(OC)c1OC	91.9	82.5	1.58	5.0	96.6	-1.5	21.9	-4.9	1.4
CSCCC1NC2(C(=O)Nc3ccc(Cl)cc32)[C@@H]2C(=O)N(C3CCCC3)C(=O)[C@H]12 (some centres not stated)	91.5	83.9	0.99	3.0	104.7	1.1	-3.3	-8.5	0.1
CSc1nsc(NC(=O)Cc2ccccc2)n1	94.9	100.9	0.348	20.0	101.0	4.8	12.3	-3.5	6.5
CCN1C(=O)CSc2ccc(C(=O)NC3CCCCC3)cc21	95.7	73.4	-0.00183	-20.0	98.8	-1.8	0.0	-8.0	2.2
O=C(CCC(=O)c1ccc(F)cc1)Nc1cccnc1	104.0	101.5	0.275	·	102.3	·	-0.6	-5.0	·
c1coc(CNc2ncnc3ccccc23)c1	·	·	-0.968	22.0	·	-3.0	39.3	-3.5	-6.4
Clc1ccc(-n2nnnc2SCc2cn3ccccc3n2)cc1	100.3	83.5	1.4	-2.0	84.3	5.9	-8.8	-3.3	0.6
Cc1ccc2[nH]c(=O)c(CN(Cc3ccc4c(c3)OCO4)Cc3nnnn3Cc3ccco3)cc2c1	92.7	49.6	1.46	-15.0	78.0	-11.6	-6.5	-2.9	10.5
c1ccc(COc2ccc(Oc3nc(N4CCCCC4)nc(N4CCOCC4)n3)nn2)cc1	99.3	68.3	0.927	-10.0	83.0	4.7	-7.0	0.5	15.5
CCOc1ccc2nc(NC(=O)c3ccc(S(=O)(=O)N4CCOCC4)cc3)sc2c1	95.3	66.3	·	-4.0	92.1	3.6	17.8	-3.7	0.7
CC(=O)OC1c2c(ccc3ccc(=O)oc23)OC(C)(C)C1OC(=O)CC(C)C (configuration not stated)	102.5	85.7	·	·	98.3	·	9.1	-2.7	·
COc1ccc(C2NC(=O)CS2)cc1 (configuration not stated)	100.8	99.9	-1.58	·	97.7	·	-6.7	-2.4	·
O=C(NCc1ccccc1)C1CC(=O)N(c2ccc(OCC(=O)N3CCCC3)cc2)C1 (configuration not stated)	94.4	80.1	-0.926	·	90.4	·	-1.4	-2.4	·
CCCn1c(N)c(C(=O)CSc2nc(C)cs2)c(=O)n(C)c1=O	102.9	101.1	2.27	2.0	92.9	35.4*	-3.0	-11.8	12.8
Cn1c(COc2ccccc2)nnc1SCCN1CCOCC1	94.9	100.6	0.0219	-2.0	94.1	-2.7	-11.9	-5.1	-2.3
O=C(NCCN1CCOCC1)c1ccc(CS(=O)(=O)c2c(Cl)cccc2Cl)o1	100.4	99.5	-0.47	-2.0	92.3	1.0	11.4	-2.8	1.8
CCNC(=O)c1c(O)c2ccccc2[nH]c1=O	100.2	75.2	-0.929	0.0	109.7	3.9	·	·	0.6

Profiles from above. Order of screens: Lung fibro prol | H69AR growth 86K | hDAT+cocaine | Ecoli WT expand | HUVEC prolif 384 | PostGolgi yeast | S1P2 blocker | S1P2 agonist | PostGolgi ctrl
CC1=CC2(C#N)C3(N=C(N)C2(C#N)C(c2ccccc2)N1)OCCO3 (configuration not stated) as listed: 104.0 | · | -0.771 | 9.0 | 85.9 | -3.1 | 14.0 | -3.9 | 1.5
CCOC(=O)c1sc(NC(=O)CSc2nc(C)cc(C)c2C#N)c(C#N)c1C as listed: 97.2 | 82.1 | -0.188 | -3.0 | 71.4 | 2.0 | 13.5 | -6.0 | 4.2
Cc1ccc2[nH]c(=O)c(CN(Cc3ccc4c(c3)OCO4)Cc3nnnn3Cc3ccco3)cc2c1 as listed: 92.7 | 49.6 | 1.46 | -15.0 | 78.0 | -11.6 | -6.5 | -2.9 | 10.5
